IDH1 mut inh = blocks human IDH1 R132H reductase activity; AID 624101; inhibition, % at 10 µM; diaphorase/resazurin fluorescence, 60 min; O75874; 0.18% of 70,000 active; in the data active = inhibition above about 34%;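 note: 0% = DMSO and 100% = no enzyme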
EZH2 inh = inhibitors of human EZH2/PRC2 methyltransferase. PRC2 H3K27 methylation, DELFIA TRF, 1 h. inhibition, % at 12.5 µM. 0.35% of 57,000 active. AID 651548;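 active = mean inhibition of replicates at least 50% and every single replicate also reaching 50%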;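 note: dimethyl H3K27 on biotinylated H3 21-44 peptide detected by antibody; plate controls were median neutral control wells for no effect and median positive control wells for full effect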
Target sequence (Q15910 whole entry, looked up): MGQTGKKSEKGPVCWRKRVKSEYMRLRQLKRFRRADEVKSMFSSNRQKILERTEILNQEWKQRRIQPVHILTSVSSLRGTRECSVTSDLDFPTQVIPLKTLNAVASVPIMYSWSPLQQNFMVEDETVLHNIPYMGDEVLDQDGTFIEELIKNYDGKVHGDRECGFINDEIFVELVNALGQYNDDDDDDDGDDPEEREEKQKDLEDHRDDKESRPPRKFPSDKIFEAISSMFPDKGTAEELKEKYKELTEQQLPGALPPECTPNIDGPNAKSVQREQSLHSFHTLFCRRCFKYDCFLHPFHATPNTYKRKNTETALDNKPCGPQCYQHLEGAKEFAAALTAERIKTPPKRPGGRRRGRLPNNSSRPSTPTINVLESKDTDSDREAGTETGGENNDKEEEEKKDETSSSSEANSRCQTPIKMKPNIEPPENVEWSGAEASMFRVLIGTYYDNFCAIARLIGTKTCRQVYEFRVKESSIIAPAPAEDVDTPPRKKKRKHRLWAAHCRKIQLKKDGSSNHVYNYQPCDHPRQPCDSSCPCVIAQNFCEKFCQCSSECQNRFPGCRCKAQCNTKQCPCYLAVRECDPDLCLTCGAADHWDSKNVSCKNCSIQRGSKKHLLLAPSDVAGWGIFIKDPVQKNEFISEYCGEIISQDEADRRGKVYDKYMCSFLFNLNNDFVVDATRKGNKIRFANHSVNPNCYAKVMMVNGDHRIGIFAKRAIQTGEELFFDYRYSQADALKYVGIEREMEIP
* hit, by the source's call; · = not tested or not shown. An excerpt, so the mix of outcomes need not match the whole.

mol	IDH1 mut inh	EZH2 inh
Cc1cc(C(=O)Nc2cccc3c2O[C@@H](CN(C)S(=O)(=O)c2cccs2)[C@H](C)CN([C@H](C)CO)C3=O)n(C)n1	1.1	·
C[C@H]1CN([C@@H](C)CO)S(=O)(=O)c2ccc(C#Cc3ccccn3)cc2O[C@H]1CN(C)Cc1cccc(F)c1	-4.2	22.4
COc1cccc(-c2ccc3c(c2)O[C@H](CN(C)C(=O)C2CCC2)[C@H](C)CN([C@H](C)CO)S3(=O)=O)c1	0.1	-6.0
C[C@@H]1CN([C@@H](C)CO)C(=O)Cc2cc(NS(=O)(=O)c3ccc(Cl)cc3)ccc2O[C@H]1CN(C)S(=O)(=O)c1ccc(Cl)cc1	0.0	·
O=C(NCC[C@@H]1CC[C@@H](NC(=O)c2cnccn2)[C@H](CO)O1)c1ccc2c(c1)OCO2	0.2	-9.6
COc1ccc(OC)c(C(C)NC(=O)Nc2ccc([N+](=O)[O-])cc2OC)c1 (stereo not given)	-0.2	5.5
O=C(C[C@@H]1C=C[C@@H](NC(=O)NC2CCCC2)[C@@H](CO)O1)NCc1ccc(F)cc1	0.0	-3.5
CCCC#Cc1cnc2c(c1)C(=O)N([C@@H](C)CO)C[C@@H](C)[C@H](CN(C)C(=O)c1ccc(F)cc1)O2	-0.2	·
COc1ccc(CN(C)C[C@H]2Oc3ccc(NC(=O)CCCCCC(=O)Nc4ccccc4N)cc3CC(=O)N([C@@H](C)CO)C[C@H]2C)cc1	0.2	2.3
CCc1ccc(-n2c(SCC(=O)Nc3cc(Cl)ccc3C)nnc2-c2ccncc2)cc1	0.1	7.6
C[C@@H]1CN([C@@H](C)CO)S(=O)(=O)c2ccc(C3=CCCCC3)cc2O[C@H]1CN(C)C(=O)c1ccncc1	·	-6.5
C[C@@H]1CN([C@H](C)CO)C(=O)c2cccc(NC(=O)Nc3ccccc3)c2O[C@H]1CN(C)Cc1ccccc1	7.5	1.0
Cc1c(NC(=O)COc2ccc(Br)cc2)cccc1C(=O)O	0.3	-7.5
CCC(=O)Nc1ccc2c(c1)OC[C@@H](C)N(C(=O)NC(C)C)C[C@@H](C)[C@@H](OC)CN(C)C2=O	-0.2	0.0
C[C@H](CO)N1C[C@H](C)[C@@H](CN(C)C(=O)C2CCC2)Oc2ncc(C#CC3CCCC3)cc2C1=O	-0.7	-13.8

By substructure, those above with fluorine.
mol	IDH1 mut inh	EZH2 inh
C[C@H]1CN([C@@H](C)CO)S(=O)(=O)c2ccc(C#Cc3ccccn3)cc2O[C@H]1CN(C)Cc1cccc(F)c1	-4.2	22.4
O=C(C[C@@H]1C=C[C@@H](NC(=O)NC2CCCC2)[C@@H](CO)O1)NCc1ccc(F)cc1	0.0	-3.5
CCCC#Cc1cnc2c(c1)C(=O)N([C@@H](C)CO)C[C@@H](C)[C@H](CN(C)C(=O)c1ccc(F)cc1)O2	-0.2	·

Next results follow.
mol	IDH1 mut inh	EZH2 inh
CCCC(O)c1c(O)cccc1C1(O)CC(=O)C/C1=C\C(O)CC(=O)O (stereo not given)	0.9	·
CN(C)[C@@H]1CCc2[nH]c3ccc(NC(=O)c4ccc(F)cc4)cc3c2C1	0.4	-12.6
C[C@@H]1CN([C@@H](C)CO)S(=O)(=O)c2ccc(C#CC3CC3)cc2O[C@@H]1CN(C)C(=O)CC1CC1	0.0	-7.7
Cc1ccc(S(=O)(=O)Nc2ccc3c(c2)CC(=O)N([C@@H](C)CO)C[C@H](C)[C@@H](CN(C)S(=O)(=O)c2ccc(F)cc2)O3)cc1	-3.1	·
C[C@@H]1CN([C@@H](C)CO)C(=O)c2cc(NC(=O)Cn3cnnn3)ccc2O[C@@H]1CN(C)C(=O)Nc1ccccc1	0.0	·
COc1cccc(NC(=O)Cn2cnc3c2c(=O)n(C)c(=O)n3C)c1	-0.2	3.2
CO[C@H]1CC[C@H]2CCOc3c(C#N)cccc3C(=O)N(C)C[C@@H](c3ccccc3)CC(=O)N(C)C[C@H]1O2	0.2	7.3
COc1ccc(OC(C)C(=O)Nc2ccccc2C#N)cc1 (stereo not given)	-0.4	-13.2
CC(C)NC(=O)Nc1cccc2c1O[C@H](CN(C)C(=O)NC1CCCCC1)[C@@H](C)CN([C@@H](C)CO)C2=O	·	-5.1
CC(C)(C)[S@@](=O)N1Cc2cc(C(=O)N3CCCCC3)nc(-c3cccc(-c4ccc(F)cc4)c3)c2[C@H]1CCO	0.3	-2.2
C[C@@H]1CCCCO[C@H](CN(C)C(=O)Nc2ccccc2)[C@H](C)CN([C@@H](C)CO)C(=O)c2cc(NC(=O)C3CCCCC3)ccc2O1	1.0	·
Cc1ccc(S(=O)(=O)Nc2ccc3c(c2)C(=O)N([C@H](C)CO)C[C@H](C)[C@H](CN(C)S(=O)(=O)c2ccccc2)O3)cc1	-0.4	·
C[C@@H]1CN([C@H](C)CO)C(=O)c2cc(NS(=O)(=O)c3ccc(Cl)cc3)ccc2O[C@@H]1CN(C)S(=O)(=O)c1cn(C)cn1	1.1	·
C[C@@H]1CN([C@@H](C)CO)C(=O)c2cccc(NC(=O)c3cnccn3)c2O[C@@H]1CN(C)Cc1ccc(C(F)(F)F)cc1	0.1	-0.4
CCC(=O)Nc1ccc2c(c1)OC[C@@H](C)N(C(=O)CN1CCOCC1)C[C@H](C)[C@@H](OC)CN(C)C2=O	0.3	-0.4

Other records follow:
mol	IDH1 mut inh	EZH2 inh
C[C@@H]1CN([C@H](C)CO)C(=O)c2cc(NC(=O)Nc3ccc(F)cc3)ccc2O[C@H]1CN(C)C(=O)Nc1ccccc1	-1.5	·
CN(c1cccc(NC(=O)c2ccc(NS(=O)(=O)c3ccccc3)cc2)c1)S(C)(=O)=O	0.1	-7.4
CCC(=O)N(C)C[C@H]1Oc2cc(-c3ccccc3C)ccc2S(=O)(=O)N([C@H](C)CO)C[C@H]1C	-0.3	-32.7
CC(C)NC(=O)N[C@@H]1CC[C@H](CC(=O)O)O[C@@H]1CO	-0.2	3.5
Cc1noc(C)c1S(=O)(=O)N(C)C[C@@H]1Oc2ccc(NC(=O)CCCN(C)C)cc2CC(=O)N([C@@H](C)CO)C[C@H]1C	1.5	·
C[C@@H]1CN([C@H](C)CO)C(=O)c2cccc(NS(C)(=O)=O)c2O[C@@H]1CN(C)S(=O)(=O)c1ccc(F)cc1	0.5	·
O=C(C[C@H]1C[C@H]2c3cc(NC(=O)Nc4ccc(C(F)(F)F)cc4)ccc3O[C@H]2[C@@H](CO)O1)NCC1CC1	1.0	-15.4
C[C@H]1CN([C@@H](C)CO)C(=O)Cc2cc(NS(=O)(=O)c3ccc(F)cc3)ccc2O[C@@H]1CN(C)Cc1ccc(Oc2ccccc2)cc1	2.3	·
CCC(=O)N1C[C@H](C)[C@H](OC)CN(C)C(=O)c2ccc(NC(=O)C3CC3)cc2OC[C@H]1C	0.3	-4.7
CNC[C@@H]1Oc2ccc(NS(=O)(=O)c3c(C)noc3C)cc2C(=O)N([C@H](C)CO)C[C@@H]1C	2.7	·
COc1cccc(NC(=O)N(C)C[C@H]2Oc3cc(/C=C/c4ccccc4)ccc3S(=O)(=O)N([C@H](C)CO)C[C@H]2C)c1	-4.4	3.4
C[C@@H]1CN([C@H](C)CO)C(=O)c2cc(NC(=O)CCC(F)(F)F)ccc2O[C@@H]1CN(C)C(=O)NC1CCCCC1	0.9	4.8
C[C@H](CO)N1C[C@H](C)[C@@H](CN(C)Cc2cccnc2)Oc2cc(C3=CCCC3)ccc2S1(=O)=O	23.5	5.6
Cc1noc(C)c1NC(=O)N(C)C[C@@H]1OCCCC[C@@H](C)Oc2ccc(NC(=O)Nc3ccc(C(F)(F)F)cc3)cc2C(=O)N([C@H](C)CO)C[C@H]1C	-0.8	·
C[C@@H]1CN([C@H](C)CO)S(=O)(=O)c2ccc(Br)cc2O[C@H]1CN(C)C(=O)CC1CC1	0.0	8.9

Remaining list, next part
mol	IDH1 mut inh	EZH2 inh
COc1cc(OC)nc(NC(=O)CSc2nc3ccccc3[nH]2)n1	0.3	20.5
COCC(=O)N(C)C[C@H]1Oc2ncc(C3=CCCC3)cc2C(=O)N([C@H](C)CO)C[C@@H]1C	·	-3.1
COc1ccc(S(=O)(=O)N(C)C[C@@H]2Oc3ccc(NC(=O)NC(C)C)cc3CC(=O)N([C@@H](C)CO)C[C@H]2C)cc1	15.7	·
CS(=O)(=O)Nc1ccc2c(c1)[C@H]1C[C@H](CC(=O)NC3CCCCC3)O[C@@H](CO)[C@H]1O2	0.3	19.9
COCC(=O)Nc1ccc2c(c1)[C@@H]1C[C@@H](CC(=O)NCc3ccccc3F)O[C@H](CO)[C@@H]1O2	0.0	2.1
CC(C)(C)c1ccc(OCC(=O)Nc2cccc(C(=O)O)c2)cc1	0.1	-1.1
O=C(Cc1ccccn1)NCC[C@@H]1CC[C@@H](NS(=O)(=O)c2ccc(Cl)cc2)[C@H](CO)O1	-0.1	-4.6
NC(=O)CSc1nnc(-c2cccnc2)n1-c1cccc(C(F)(F)F)c1	0.0	-6.0
CCCNC(=O)N[C@H]1CC[C@H](CC(=O)NC2CCC2)O[C@H]1CO	0.0	-1.4
O=C(C[C@H]1C=C[C@@H](NC(=O)CC2CC2)[C@@H](CO)O1)NCC(F)(F)F	0.2	1.6
C[C@H](CO)N1C[C@H](C)[C@H](CN(C)S(=O)(=O)c2ccc(F)cc2)Oc2c(NC(=O)CCCCCC(=O)Nc3ccccc3N)cccc2C1=O	·	-42.9
Cc1cc(C(=O)Nc2cccc3c2O[C@@H](CN(C)Cc2ccc4c(c2)OCO4)[C@H](C)CN([C@H](C)CO)C3=O)n(C)n1	1.3	-3.4
COc1ccccc1NC(=O)N[C@H]1CC[C@H](CC(=O)N2CCC(Cc3ccccc3)CC2)O[C@@H]1CO	0.2	-10.1
CC(C)NC(=O)N(C)C[C@H]1Oc2ccc(NC(=O)c3ccncc3)cc2CC(=O)N([C@H](C)CO)C[C@@H]1C	0.4	·
Cc1noc(C)c1S(=O)(=O)Nc1ccc2c(c1)C(=O)N([C@@H](C)CO)C[C@@H](C)[C@@H](CN(C)CC1CC1)OCCCC[C@@H](C)O2	1.0	·

3 structures out of the list, arranged by molecular weight, falling.
mol	IDH1 mut inh	EZH2 inh
C[C@@H]1CN([C@@H](C)CO)C(=O)c2cc(NC(=O)Cn3cnnn3)ccc2O[C@@H]1CN(C)C(=O)Nc1ccccc1	0.0	·
COc1ccccc1NC(=O)N[C@H]1CC[C@H](CC(=O)N2CCC(Cc3ccccc3)CC2)O[C@@H]1CO	0.2	-10.1
O=C(Cc1ccccn1)NCC[C@@H]1CC[C@@H](NS(=O)(=O)c2ccc(Cl)cc2)[C@H](CO)O1	-0.1	-4.6

Continuation.
SMILES	IDH1 mut inh	EZH2 inh
COCCNC(=O)C[C@@H]1C=C[C@@H](NC(=O)NC2CCCCC2)[C@@H](CO)O1	0.2	11.0
O=C1CC(SCCc2nc3ccccc3[nH]2)C(=O)N1c1ccc(F)cc1 (stereo not given)	-0.2	-4.6
COCC#Cc1ccc2c(c1)O[C@H](CN(C)Cc1ccncc1)[C@H](C)CN([C@H](C)CO)S2(=O)=O	11.9	2.7
COc1ccc(C(=O)COc2ccc(NC(=O)c3ccccc3[N+](=O)[O-])cc2)cc1	0.3	7.1
O=C(CSc1nnnn1-c1ccccc1)Nc1ccc2c(c1)OCCO2	0.5	-0.8
COCC(=O)Nc1ccc2c(c1)[C@H]1C[C@H](CC(=O)NCC3CC3)O[C@@H](CO)[C@H]1O2	0.1	13.6
CO[C@@H]1CN(C)C(=O)c2cc(NS(=O)(=O)c3ccc(C)cc3)ccc2OC[C@H](C)N(C(=O)NC(C)C)C[C@H]1C	0.4	1.9
C[C@@H]1CN([C@H](C)CO)C(=O)c2cc(NC(=O)Nc3ccccc3)ccc2O[C@H]1CN(C)C(=O)NC1CCCCC1	1.0	·

Going on with the list:
SMILES	IDH1 mut inh	EZH2 inh
Cc1noc(C)c1NC(=O)N(C)C[C@H]1Oc2ccc(NS(=O)(=O)c3c(C)noc3C)cc2CC(=O)N([C@@H](C)CO)C[C@H]1C	2.0	·
CC(=O)N(C)C[C@@H]1Oc2ncc(-c3ccc(C#N)cc3)cc2C(=O)N([C@@H](C)CO)C[C@H]1C	1.5	7.0
Cc1cc(Br)c(NC(=O)CSc2nc3ccccc3[nH]2)cc1C	-0.4	12.7
COc1ccc(NC(=O)Nc2ccc3c(c2)CC(=O)N([C@@H](C)CO)C[C@H](C)[C@@H](CN(C)S(=O)(=O)c2cccs2)O3)cc1	6.1	·
Cc1c(Br)c([N+](=O)[O-])nn1C(C)C(=O)Nc1ccc(CC#N)cc1 (stereo not given)	0.8	-3.1
O=C(C[C@H]1CC[C@@H](NC(=O)C2CCC2)[C@H](CO)O1)NCc1ccccc1Cl	-0.5	0.4
C[C@H](O)C#Cc1cnc2c(c1)C(=O)N([C@H](C)CO)C[C@@H](C)[C@H](CN(C)C(=O)Nc1ccc(C(F)(F)F)cc1)O2	-1.6	-0.1
CN(C)CC(=O)Nc1ccc2c(c1)[C@H]1C[C@@H](CC(=O)NCc3ccccn3)O[C@@H](CO)[C@H]1O2	0.4	-17.0
C[C@@H]1CN([C@@H](C)CO)C(=O)c2cc(C#C[C@@H](C)O)cnc2O[C@H]1CN(C)C(=O)CN1CCOCC1	0.0	9.4
CCCNC(=O)Nc1ccc2c(c1)OC[C@@H](C)N(C(=O)c1ccccc1F)C[C@@H](C)[C@@H](OC)CN(C)C2=O	0.0	-19.6
Cc1cc(NC(=O)c2cnn3c(C(F)(F)F)cc(-c4cccs4)nc23)n(-c2ccccc2)n1	0.1	-12.4

Screening data as filed in PubChem.
